# M1 ag: human M1 muscarinic receptor agonists, primary screen, Fluo-8 calcium fluorescence, CHO-K1 cells, HTS. Muscarinic acetylcholine receptor M1 (Homo sapiens), P11229. CHO-K1 hM1, agonist mode; 0% DMSO, 100% acetylcholine EC100. activation, % at 3 µM. 360,000 tested, 0.33% active;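 active = activation above the run's mean compound activation plus 3 SD, cut at about 16% in these data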;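 note: peak over basal fluorescence ratio within a 140 s kinetic read after compound addition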
# Target sequence (P11229 whole entry, looked up): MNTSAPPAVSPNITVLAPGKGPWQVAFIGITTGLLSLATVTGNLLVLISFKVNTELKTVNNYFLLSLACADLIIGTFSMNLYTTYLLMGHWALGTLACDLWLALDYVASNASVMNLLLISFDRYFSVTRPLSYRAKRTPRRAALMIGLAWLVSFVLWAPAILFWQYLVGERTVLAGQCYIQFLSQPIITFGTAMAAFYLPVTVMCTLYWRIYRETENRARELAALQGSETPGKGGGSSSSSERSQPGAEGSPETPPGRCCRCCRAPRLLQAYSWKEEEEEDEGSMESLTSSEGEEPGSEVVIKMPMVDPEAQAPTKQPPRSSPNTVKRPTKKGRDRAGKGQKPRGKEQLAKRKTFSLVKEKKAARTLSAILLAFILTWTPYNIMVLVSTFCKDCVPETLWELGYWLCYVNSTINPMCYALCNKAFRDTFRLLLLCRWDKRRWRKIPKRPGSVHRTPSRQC
# TAAR1 antagonist: human TAAR1 antagonists, primary screen, Fluo-8 calcium fluorescence, CHO RD-HGA16 cells; Trace amine-associated receptor 1 (Homo sapiens), Q96RJ0; antagonist; inhibition, % at 3 µM; 360,000 tested, 1.5% active; AID 624466, 2012;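 active = inhibition above a per-plate cutoff, the mean inhibition of test compounds on that plate plus 3 SD, cut at about 49% in these data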;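 note: 0% = DMSO plus EC80 beta-PEA response and 100% = DMSO alone without agonist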
# Target sequence (Q96RJ0 whole entry, looked up): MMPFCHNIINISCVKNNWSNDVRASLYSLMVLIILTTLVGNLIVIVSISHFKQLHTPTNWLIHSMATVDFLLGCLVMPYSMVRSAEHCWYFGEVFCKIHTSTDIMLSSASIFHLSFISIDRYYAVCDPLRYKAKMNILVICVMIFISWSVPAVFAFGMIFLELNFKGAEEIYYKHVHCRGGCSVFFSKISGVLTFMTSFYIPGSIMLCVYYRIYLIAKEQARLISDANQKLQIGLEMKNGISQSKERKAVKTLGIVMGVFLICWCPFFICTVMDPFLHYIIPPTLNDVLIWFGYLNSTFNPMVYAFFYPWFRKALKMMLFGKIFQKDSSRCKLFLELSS
#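 Material: RD-HGA16 CHO cells with stable hTAAR1 and Gα16; Dosing: single nominal final test compound concentration of 3 µM; Schedule: seeding 17-24 h prior, 75-min 37 °C, 30-min RT dye loading; Detection: kinetic Fluo-8 calcium fluorescence measurement; Measure: % inhibition from peak post-agonist over basal fluorescence ratio; Benchmarks: vehicle and agonist controls.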
# M1 PAM: human M1 muscarinic receptor positive allosteric modulators, primary screen, CHO-K1 cells, Fluo-8 calcium fluorescence, 1536-well; Muscarinic acetylcholine receptor M1 (Homo sapiens), P11229; CHO-K1 hM1, ACh EC20; 0% = ACh EC20, 100% = maximal ACh; activation, % at 3 µM; 360,000 tested, 0.088% active; in the data active = activation above about 19%, passing the limit was not always enough
# CHO-K1 Ca antag: nonselective inhibitor or artifact in parental CHO-K1 cells; ATP-induced calcium, Fluo-8 fluorescence; inhibition, % at 3 µM; 360,000 tested, 0.6% active; AID 602250;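 active = inhibition above a per-plate cutoff, the plate's mean sample inhibition plus 3 SD, cut at about 24% in these data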;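 note: 0% = DMSO plus EC80 ATP and 100% = DMSO alone without ATP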
# M1 ag parental: counter-screen for M1 agonists: effect in parental CHO-K1 cells; Fluo-8 calcium fluorescence; scaled to maximal ATP response, vehicle zero; activation, % at 3 µM; 360,000 tested, 0.48% active; AID 602248, 2012; in the data active = activation above about 15%;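 note: untransfected CHO-K1 host cells lacking M1 receptor as counterscreen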
# TAAR1 agonist: human TAAR1 agonists, primary screen, Fluo-8 calcium fluorescence, CHO RD-HGA16 cells; AID 624467, 2012; vehicle wells 0%, saturating PEA agonist 100%; activation, % at 3 µM; Trace amine-associated receptor 1 (Homo sapiens), Q96RJ0; 360,000 tested, 0.99% active;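 active = activation above the mean activation of all test compounds in the run plus 3 SD, cut at about 38% in these data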
#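 System: CHO-derived RD-HGA16 cells with stable Gα16 and human TAAR1. Times: 17-24 h plating, Fluo-8 75 min 37 °C, 30 min RT. Measured by: calcium-sensitive Fluo-8 signal, excitation 470-495, emission 515-575 nm. Read-out basis: % activation relative to PEA EC100 response. Control set: DMSO and PEA EC100. Repeats: no replicates (n 1).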
# CHO parental Ca: ATP-evoked calcium signal inhibitors, parental CHO, primary screen, counter-screen for OX1R antagonist project, cell-based, fluorescence, Fluo-8 calcium dye; parental CHO-K1, ATP-induced calcium, Fluo-8 fluorescence; inhibition, % at 5.6 µM; 330,000 tested, 0.63% active;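 active = inhibition above that plate's mean sample inhibition plus 3 SD, cut at about 26% in these data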;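 note: 0% = ATP-challenged DMSO wells and 100% = DMSO wells without ATP; some compounds past the cut are filed as inactive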
#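 material = parental CHO cells | also added = ATP as calcium-mobilizing challenge | dosing = single point at 5.6 µM | detection = intracellular calcium via Fluo-8 no-wash fluorescent dye | read-out = % inhibition | benchmarks = low control ATP plus DMSO, high control DMSO only | repeats = one well per compound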
# CHO-K1 Ca PAM: nonselective calcium activators in parental CHO-K1 cells, primary screen, counter-screen for M1 PAM project, cell-based, Fluo-8 calcium fluorescence, full deck, 1536-well | ATP EC20; 0% at ATP EC20, 100% at ATP max | activation, % at 3 µM | 360,000 tested, 0.02% active;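 active = activation above the run cutoff, the mean activation of all test compounds plus 3 SD, cut at about 40% in these data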;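 note: peak over basal fluorescence ratio in a 140 s read after ATP addition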
# M1 antag: human M1 muscarinic receptor antagonists, primary screen, CHO-K1 cells, Fluo-8 calcium fluorescence, 1536-well; Muscarinic acetylcholine receptor M1 (Homo sapiens), P11229; inhibition, % at 3 µM; 360,000 tested, 1.3% active; AID 588852, 2011; CHO-K1 hM1, ACh EC80 antagonist;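 active = percent inhibition above its own plate's cutoff, namely the mean of that plate's compound wells plus 3 SD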;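 note: peak over basal fluorescence ratio during 140 s after agonist addition; 0% = ACh EC80 plus DMSO and 100% = DMSO alone without agonist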
# * hit, by the source's call; / = no result given.
# Values in the order: M1 ag, TAAR1 antagonist, M1 PAM, CHO-K1 Ca antag, M1 ag parental, TAAR1 agonist, CHO parental Ca, CHO-K1 Ca PAM, M1 antag
CC(C)(C)OC(=O)N[C@H](Cc1ccccc1)C(=O)N1CCC(C(=O)O)CC1
    -2, -12, 0, 10, -0.4, 4, -10, -4, -1
COc1cc(CC(=O)OCC(=O)NCCc2ccc(S(N)(=O)=O)cc2)cc(OC)c1OC
    -2, -2, 1, -1, -0.1, 1, -6, 4, 7
CN(CC(=O)Nc1cccc(F)c1)C(=O)C1(c2ccccc2)CC1
    -3, -7, 1, -13, 0.2, 4, 2, -8, 0
O=C(Cc1ccsc1)OCC(=O)c1ccccc1
    -3, -9, 4, 0, -0.4, -2, -3, 9, -3
O=S(=O)(Nc1cc(Cl)ccc1-n1cncn1)c1cc(Br)ccc1Br
    0, 2, -6, 6, 14, 4, -2, -9, 13
O=C(Nc1ccccc1Cl)c1ccc(S(=O)(=O)NCC2CCCO2)cc1 (stereo unspecified)
    -4, 2, 15, -16, 3.8, 6, -14, 12, -15
C=CCNC(=S)NNC(=O)c1ccc(OCC)cc1
    -4, -10, -1, -3, 0.3, 6, 1, 15, 9
COc1cc(C=O)ccc1OCCOCCOc1cc(C)ccc1Cl
    -4, -10, 2, -18, 1.4, 5, -9, -9, 0
CCc1ccc2nc3nc(C)cc(C)c3c(N)c2c1
    -8, -1, -10, -14, 0.2, 2, -14, 17, 3
COCCOc1ccc(C(F)(F)F)cc1Nc1nc2ccccc2o1
    -4, 1, 3, -22, 0.8, 10, -30, 17, -7
COc1cc(NC(=O)COC(=O)CNC(=O)c2ccc(C)s2)cc(OC)c1
    -7, -12, 4, -7, 0.2, 3, -18, 11, 0
COC(=O)C(NC(=O)c1ccccc1C(=O)O)c1ccc2ccccc2c1 (stereo unspecified)
    -4, -19, 1, -8, 0.5, 5, -9, 21, -13
COc1ccc(C2C(C(=O)N3CCN(C)CC3)c3ccccc3C(=O)N2C2CCCCC2)cc1 (stereo unspecified)
    -4, 12, -4, -4, 0.9, 0, -19, 18, -5
CC1(C)C2CCC1(C)C(OC(=O)C[n+]1ccccc1)C2 (stereo unspecified)
    -5, -1, 2, -21, 0.6, 2, -5, 0, -5
C=CCc1cc(OC)ccc1OCCOCCN1CCc2ccccc2C1
    -15, -12, -14, 1, 2.1, 48*, -26, 23, -9
C=CCC(=O)NC1CC(C)(C)Cc2c1cnn2-c1ccc(C)cc1 (stereo unspecified)
    -5, 3, 5, -12, 0.9, -1, -17, 17, -12
Cn1c(C(=O)N2CCC(C(=O)N3CCN(Cc4ccc5c(c4)OCO5)CC3)CC2)cc2sccc21
    -5, 36, -14, 14, 6.2, 20, -9, 5, 19
CCc1ccccc1S(=O)(=O)Cc1ccc(C(=O)NCc2cccs2)o1
    -5, 11, 2, -5, 2.7, 5, -15, 6, -3
Cc1ccc(S(=O)(=O)N2CCOCC2)cc1C(=O)Nc1ccccn1
    -5, -3, -7, 0, 0.0, 14, -15, 11, 17
CCCCCCCCNC1=CC(=O)CC(C)(C)C1
    -2, -24, 16, -2, -0.3, 7, 0, 9, -25
NC(=O)CC1Nc2cccc3cccc(c23)NC1=O (stereo unspecified)
    -3, -24, 7, 10, 0.2, 6, -6, -3, -4
CCOc1cc(C(=O)NCc2ccc(F)cc2)ccc1OCC(=O)N1CCCCC1
    -4, -12, -2, -11, 0.7, 14, -12, -11, 4
Nc1nc(-c2ccccn2)nc(N)c1Cc1ccccc1F
    -12, -9, 13, 3, 2.1, 3, -13, 12, -3
O=C(O)CCC(=O)c1c[nH]c2ccccc12
    -3, 3, 4, 10, -0.2, 20, 3, -8, -1
CCN1CCCC1CNC(=O)c1cc2c(C)nc3ccccc3c2o1 (stereo unspecified)
    -13, -3, 3, -24, 1.0, 7, -10, 13, -10
CCOC(=O)c1ccc(Oc2cc(C)nc(Cl)n2)cc1
    -4, 7, 9, 20, 0.1, 3, -8, -7, -8
c1csc(CN2CCOCC2)c1
    4, -17, 21, -14, 0.0, 0, 4, 4, -18
Cc1cc(N)n(-c2ccccn2)n1
    -1, -5, -10, -4, 5.0, 0, -15, 4, 23
CC1=C(C#N)C(=O)NC(C)(C)C1
    -2, -2, 2, -8, 0.0, 3, 8, 7, -5
O=C(Nn1cnnc1)c1cc(Br)ccc1Cl
    0, -14, 10, 9, 0.1, 0, 5, -4, -5
COc1ccc(C2=CC3=C(Br)C(=O)C(C)(OC(=O)c4ccco4)C(=O)C3=CO2)cc1 (stereo unspecified)
    -4, /, 2, -4, 0.9, /, 5, -2, 5
CC(C)(C(N)=O)N1CCN(c2ncc(C(F)(F)F)cc2Cl)CC1
    -3, 11, 2, -6, 2.0, 3, -18, 13, -8
O=C(OCc1ccc([N+](=O)[O-])cc1)C1CC(=O)N(CCc2ccccc2)C1 (stereo unspecified)
    -6, 4, 6, -5, 1.3, 1, -25, 2, -11
COc1ccc(OC)c(NC(=O)Cn2c(CCC(=O)O)ccc2-c2ccc(C)cc2)c1
    -3, 5, 3, 8, 0.1, 2, -6, -15, -3
C=CCOc1ccc(C2N3CC4(C)CN2CC(CCC)(C3)C4=O)cc1 (stereo unspecified)
    -3, -1, 1, -3, 1.2, 6, -31, 7, -1
Cc1cccc(-n2c(C)nc3cc(C(=O)NCCN4CCOCC4)ccc32)c1
    -8, -10, 3, -6, 0.9, 4, /, 10, -13
CC1Cc2ccccc2N1CC(=O)NCc1ccccc1Cl (stereo unspecified)
    -12, -3, 2, -4, 0.7, 0, -15, 24, -5
Cc1cc(O)c2c(c1)C(=O)c1cc(O)cc(O)c1C2=O
    11, 7, -9, 15, 10, 25, 3, 4, 7
O=C(Cc1ccccc1)Nc1ccccc1N1CCN(c2ccccc2)CC1
    -8, 16, -5, -31, -0.2, 5, -33, 2, -7
COc1ccc(NC(=O)CN(c2ccccc2C)S(C)(=O)=O)c(OC)c1
    -1, 6, 1, -3, 0.2, 1, -17, 12, 1
CC(=O)Nc1ccc(NC(=O)CSc2nnc(-c3cc(C)[nH]n3)n2N)cc1
    -3, 1, 7, 18, 5.8, -1, 4, -9, -6
CCN(CC)CCn1c2c(c(SCC(=O)Nc3ccccc3Cl)nc1=O)CCC2
    -5, -14, 9, -1, -0.3, 0, -7, 15, -10
O=C(COc1ccccc1)N1CCN=C1SCc1cccnc1
    -4, -9, 3, -11, 1.0, 13, -7, 22, -26
CCOC(=O)Cn1cc(C(=O)OC)c2ccccc21
    -3, -22, 5, -11, 0.4, 5, -6, 17, -3
Cc1c(Cl)c(C(=O)N2CCCC2)nn1C
    -2, -4, -3, -10, 1.5, 0, -6, 23, -5
Cc1cc(C)c(NC(=O)CCc2c(C)noc2C)c(C)c1
    -1, 2, 2, -13, -0.4, 1, -5, 8, -2
c1ccc2[nH]c(CSc3nc4ccccc4o3)nc2c1
    -2, 17, -6, -10, 8.6, 19, -22, -6, 1
COc1ccccc1NC(c1cccnc1)c1ccc2cccnc2c1O (stereo unspecified)
    -10, -1, 11, -6, 8.8, 0, -12, 27, -8
O=C(CNC(=O)c1ccc(Cl)cc1)OCCCOC(=O)CNC(=O)c1ccc(Cl)cc1
    -2, -41, 4, 0, 5.7, 9, -10, 13, -1
CN(Cc1cn(C)nc1-c1ccc(Oc2ccccc2)cc1)CC1COCCO1 (stereo unspecified)
    -6, -11, 12, -2, 2.5, 2, -21, -1, -15

# Additional results follow.
# Values in the order: M1 ag, TAAR1 antagonist, M1 PAM, CHO-K1 Ca antag, M1 ag parental, TAAR1 agonist, CHO parental Ca, CHO-K1 Ca PAM, M1 antag
O=C(/C=C/c1ccc(Cl)cc1)NCCN1CCOCC1
    -2, -2, 5, -7, 0.5, 7, -8, 9, -4
CC(C)Oc1ccc(S(=O)(=O)N2CCCCC2)cc1NC(=O)CC1OC(=O)c2ccccc21 (stereo unspecified)
    -4, -3, 1, -5, 0.1, 1, -21, 0, -3
CCN(CC)CCNC(=O)c1ccc(CS(=O)(=O)c2ccccc2C)o1
    -9, 6, 1, 0, 0.2, 5, -6, -3, -5
CCOC(=S)N/C(=N\S(=O)(=O)c1ccc(C)cc1)c1ccccc1
    -1, -1, 1, -4, 0.2, 0, -7, 4, -15
O=C(O)[C@@H]1CCCN1C(=O)CCc1c[nH]c2ccccc12
    -7, 2, 4, -8, 1.4, -1, -12, 18, 2
Cc1ccc(SCC(=O)OCC(=O)N(C)CC(=O)Nc2ccc(F)cc2)cc1
    8, -19, 12, 0, 3.9, 23, -18, 9, -11

# Structural class: the compounds so far containing a Cl atom
# Values in the order: M1 ag, TAAR1 antagonist, M1 PAM, CHO-K1 Ca antag, M1 ag parental, TAAR1 agonist, CHO parental Ca, CHO-K1 Ca PAM, M1 antag
O=S(=O)(Nc1cc(Cl)ccc1-n1cncn1)c1cc(Br)ccc1Br
    0, 2, -6, 6, 14, 4, -2, -9, 13
O=C(Nc1ccccc1Cl)c1ccc(S(=O)(=O)NCC2CCCO2)cc1 (stereo unspecified)
    -4, 2, 15, -16, 3.8, 6, -14, 12, -15
COc1cc(C=O)ccc1OCCOCCOc1cc(C)ccc1Cl
    -4, -10, 2, -18, 1.4, 5, -9, -9, 0
CCOC(=O)c1ccc(Oc2cc(C)nc(Cl)n2)cc1
    -4, 7, 9, 20, 0.1, 3, -8, -7, -8
O=C(Nn1cnnc1)c1cc(Br)ccc1Cl
    0, -14, 10, 9, 0.1, 0, 5, -4, -5
CC(C)(C(N)=O)N1CCN(c2ncc(C(F)(F)F)cc2Cl)CC1
    -3, 11, 2, -6, 2.0, 3, -18, 13, -8
CC1Cc2ccccc2N1CC(=O)NCc1ccccc1Cl (stereo unspecified)
    -12, -3, 2, -4, 0.7, 0, -15, 24, -5
CCN(CC)CCn1c2c(c(SCC(=O)Nc3ccccc3Cl)nc1=O)CCC2
    -5, -14, 9, -1, -0.3, 0, -7, 15, -10
Cc1c(Cl)c(C(=O)N2CCCC2)nn1C
    -2, -4, -3, -10, 1.5, 0, -6, 23, -5
O=C(CNC(=O)c1ccc(Cl)cc1)OCCCOC(=O)CNC(=O)c1ccc(Cl)cc1
    -2, -41, 4, 0, 5.7, 9, -10, 13, -1
O=C(/C=C/c1ccc(Cl)cc1)NCCN1CCOCC1
    -2, -2, 5, -7, 0.5, 7, -8, 9, -4

# Bioassay records from PubChem.
